Compound activity deposited in PubChem BioAssay by The Scripps Research Institute Molecular Screening Center.
M1 ag: activates human CHRM1 receptor; CHO-K1 hM1, Fluo-8 calcium fluorescence, agonist mode; 0% DMSO, 100% acetylcholine EC100; activation, % at 3 µM; AID 588814; P11229; 360,000 tested, 0.33% active;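 active = activation above the run's mean compound activation plus 3 SD, cut at about 16% in these data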;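 note: peak over basal fluorescence ratio within a 140 s kinetic read after compound addition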
Target sequence (P11229 whole entry, looked up): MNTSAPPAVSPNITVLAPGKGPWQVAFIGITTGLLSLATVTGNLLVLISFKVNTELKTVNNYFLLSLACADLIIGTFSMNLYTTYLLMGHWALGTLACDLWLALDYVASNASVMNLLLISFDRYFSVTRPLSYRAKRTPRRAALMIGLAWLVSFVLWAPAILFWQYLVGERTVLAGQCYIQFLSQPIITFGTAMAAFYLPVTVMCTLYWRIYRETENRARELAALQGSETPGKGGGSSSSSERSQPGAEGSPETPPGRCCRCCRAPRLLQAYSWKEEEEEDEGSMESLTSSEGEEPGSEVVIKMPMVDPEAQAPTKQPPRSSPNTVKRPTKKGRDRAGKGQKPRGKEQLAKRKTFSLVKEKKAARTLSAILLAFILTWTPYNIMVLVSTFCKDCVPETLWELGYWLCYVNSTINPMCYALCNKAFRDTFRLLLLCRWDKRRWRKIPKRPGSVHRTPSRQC
OXTR potentiate: potentiators of human oxytocin receptor; activation, % at 3 µM; AID 2445; 320,000 tested, 0.061% active; P30559; CHO-OTR cells, Fluo-8 calcium fluorescence, potentiator mode; 0% = oxytocin EC15, 100% = EC100;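 active = activation above that plate's cutoff, the mean activation of tested compounds plus 3 SD, cut at about 6.6% in these data, passing the limit was not always enough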;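 note: 100% uses oxytocin at 75 nM as the full agonist control; some results filed as inactive read as strong as hits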
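test system = CHO-OTR cells, human receptor | compound = single-point 3.0 µM | schedule = 6 min compound pre-incubation at room temperature, 100 s kinetic read | signal = Fluo-8 no-wash calcium dye fluorescence, excitation 470-495 nm, emission 515-575 nm | repeats = single well per compound, singlicate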
TAAR1 ag: agonists of human TAAR1 | Q96RJ0 | CHO RD-HGA16 TAAR1, Fluo-8 calcium fluorescence; vehicle wells 0%, saturating PEA agonist 100% | activation, % at 3 µM | 360,000 tested, 0.99% active | AID 624467;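 active = activation above the mean activation of all test compounds in the run plus 3 SD, cut at about 38% in these data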
Target sequence (Q96RJ0 whole entry, looked up): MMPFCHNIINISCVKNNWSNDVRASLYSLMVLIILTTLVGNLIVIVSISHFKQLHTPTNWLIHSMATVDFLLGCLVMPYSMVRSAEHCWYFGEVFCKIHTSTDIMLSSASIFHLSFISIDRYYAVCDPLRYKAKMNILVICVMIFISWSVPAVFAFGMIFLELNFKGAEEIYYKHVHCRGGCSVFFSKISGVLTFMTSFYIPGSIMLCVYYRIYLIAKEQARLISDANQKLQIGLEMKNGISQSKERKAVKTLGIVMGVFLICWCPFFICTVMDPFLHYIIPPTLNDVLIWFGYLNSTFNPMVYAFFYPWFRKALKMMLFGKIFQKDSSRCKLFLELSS
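Assay system – CHO-derived RD-HGA16 cells with stable Gα16 and human TAAR1 · Compound dosing – one-point dosing at 3 µM (nominal) · Incubation – 17-24 h seeding, 75 min 37 °C dye, 30 min RT · Measured by – kinetic Fluo-8 calcium fluorescence · Control set – DMSO vehicle as 0%, PEA at EC100 as 100% · Repeats – single well for each compound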
CHO parental Ca: signal in parental CHO cells, OX1R antagonist counter-screen; parental CHO-K1, ATP-induced calcium, Fluo-8 fluorescence; inhibition, % at 5.6 µM; 330,000 tested, 0.63% active;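 active = inhibition above that plate's mean sample inhibition plus 3 SD, cut at about 26% in these data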;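 note: 0% = ATP-challenged DMSO wells and 100% = DMSO wells without ATP; some compounds past the cut are filed as inactive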
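Test system: parental CHO cells; detection: calcium-sensitive Fluo-8 fluorescence; evaluation: percent inhibition of calcium signal; also added: ATP as calcium-mobilizing challenge; repeats: one well per compound; control set: ATP-challenged DMSO wells low, unchallenged DMSO wells high; compound: single nominal dose of 5.6 µM per compound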
M1 PAM: positive allosteric modulators of human M1 muscarinic receptor; activation, % at 3 µM; P11229; CHO-K1 hM1, Fluo-8 calcium fluorescence, ACh EC20; 0% = ACh EC20, 100% = maximal ACh; 360,000 tested, 0.088% active; AID 588819; in the data active = activation above about 19%, passing the limit was not always enough
CHRM1 antagonist: antagonists of human M1 muscarinic receptor; CHO-K1 hM1, Fluo-8 calcium fluorescence, ACh EC80 antagonist; inhibition, % at 3 µM; 360,000 tested, 1.3% active; AID 588852;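 active = percent inhibition above its own plate's cutoff, namely the mean of that plate's compound wells plus 3 SD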;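 note: peak over basal fluorescence ratio during 140 s after agonist addition; 0% = ACh EC80 plus DMSO and 100% = DMSO alone without agonist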
OXTR ag: agonists of human oxytocin receptor. activation, % at 3 µM. CHO-OTR cells, Fluo-8 calcium fluorescence; normalized: DMSO 0%, oxytocin 100%. AID 2435. P30559. 320,000 tested, 0.32% active;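 active = activation above the mean of all tested compounds plus 3 SD, cutoff set per screening run, cut at about 20% in these data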;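 note: peak over basal fluorescence ratio from a 100 s FLIPR kinetic read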
V1aR counter: V1a receptor agonism, counter-screen for OXTR agonists | P37288 | CHO-V1R cells, Fluo-8 calcium fluorescence, agonist mode; 0% DMSO, 100% 3 nM vasopressin | activation, % at 3 µM | 320,000 tested, 0.25% active | AID 2797;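 active = activation above the mean activation of all tested compounds plus 3 SD, per screening run, cut at about 20% in these data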;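 note: signal is peak over basal fluorescence ratio across a 100 second FLIPR read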
TAAR1 antagonist: antagonists of human TAAR1; Q96RJ0; CHO RD-HGA16 TAAR1, Fluo-8 calcium fluorescence, antagonist; inhibition, % at 3 µM; 360,000 tested, 1.5% active;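 active = inhibition above a per-plate cutoff, the mean inhibition of test compounds on that plate plus 3 SD, cut at about 49% in these data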;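 note: 0% = DMSO plus EC80 beta-PEA response and 100% = DMSO alone without agonist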
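Material: RD-HGA16 CHO cells with stable hTAAR1 and Gα16; Dosing: single nominal final test compound concentration of 3 µM; Schedule: seeding 17-24 h prior, 75-min 37 °C, 30-min RT dye loading; Detection: kinetic Fluo-8 calcium fluorescence measurement; Measure: % inhibition from peak post-agonist over basal fluorescence ratio; Benchmarks: vehicle and agonist controls.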
* hit, by the source's call.

Results for Cc1cccc(-n2c(CCn3nc(C)c([N+](=O)[O-])c3C)n[nH]c2=S)c1 ?
M1 ag: 3; OXTR potentiate: -5; TAAR1 ag: 2; CHO parental Ca: -13; M1 PAM: 7; CHRM1 antagonist: -8; OXTR ag: -0.7; V1aR counter: 0.4; TAAR1 antagonist: -2

How did Cc1ccc(S(=O)(=O)NCCC(=O)NCC(c2cccs2)N2CCOCC2)cc1 (stereo not drawn) do in these assays?
M1 ag: -2; OXTR potentiate: -6; TAAR1 ag: 0; CHO parental Ca: 2; M1 PAM: 10; CHRM1 antagonist: -13; OXTR ag: -2.6; V1aR counter: -1.3; TAAR1 antagonist: 3

Results for O=C(Cc1ccccc1)NCC1COc2ccccc2O1 (stereo not drawn) ?
M1 ag: -2; OXTR potentiate: 6; TAAR1 ag: 3; CHO parental Ca: 8; M1 PAM: 12; CHRM1 antagonist: -20; OXTR ag: 0.6; V1aR counter: 0.6; TAAR1 antagonist: 10

What do the screens show for `O=C(NCCCNC(=O)c1ccc(Cl)cc1Cl)c1ccco1`?
M1 ag: -5; OXTR potentiate: -7; TAAR1 ag: -1; CHO parental Ca: 3; M1 PAM: -2; CHRM1 antagonist: 3; OXTR ag: -0.2; V1aR counter: 0.8; TAAR1 antagonist: -1

What do the screens show for `Cc1ccc(-c2nc3ccc(Cl)cn3c2CC(C)(C)C)cc1`?
M1 ag: 1; TAAR1 ag: 4; M1 PAM: 13; CHRM1 antagonist: -15; TAAR1 antagonist: -12

How did Cc1ccccc1CSc1nnc(-c2ccco2)n1Cc1ccco1 do in these assays?
M1 ag: -7; OXTR potentiate: -1; TAAR1 ag: 9; CHO parental Ca: -27; M1 PAM: 0; CHRM1 antagonist: 6; OXTR ag: -1.6; V1aR counter: -1.7; TAAR1 antagonist: 10

How did CC(NC(=O)c1sc2cc([N+](=O)[O-])ccc2c1Cl)C(C)(C)C (stereo not drawn) do in these assays?
M1 ag: -7; OXTR potentiate: -4; TAAR1 ag: 3; CHO parental Ca: -14; M1 PAM: 8; CHRM1 antagonist: -11; OXTR ag: -2.0; V1aR counter: -0.7; TAAR1 antagonist: -21

What do the screens show for `Cc1ccc(S(=O)(=O)N2CCN(S(=O)(=O)N3CCC(C)CC3)CC2)cc1C`?
M1 ag: -5; OXTR potentiate: -5; TAAR1 ag: 4; CHO parental Ca: -11; M1 PAM: 2; CHRM1 antagonist: -2; OXTR ag: 0.7; V1aR counter: -0.7; TAAR1 antagonist: -8

Results for CN1CCN(CC(=O)NC2CCCCC2)CC1 ?
M1 ag: -11; OXTR potentiate: -7; TAAR1 ag: 5; CHO parental Ca: 0; M1 PAM: -2; CHRM1 antagonist: 5; OXTR ag: 1.2; V1aR counter: 0.0; TAAR1 antagonist: 9

What do the screens show for `NC(=O)[C@@H]1CCCN1Cc1nc(Cc2ccccc2Cl)no1`?
M1 ag: -5; OXTR potentiate: -18; TAAR1 ag: 2; CHO parental Ca: -11; M1 PAM: 7; CHRM1 antagonist: -8; OXTR ag: 4.1; V1aR counter: -0.1; TAAR1 antagonist: 5

Results for O=C1CC(SC(=S)C2CCCC2=O)C(=O)N1 (stereo not drawn) ?
M1 ag: -1; TAAR1 ag: 2; M1 PAM: 5; CHRM1 antagonist: -7; TAAR1 antagonist: -8

Results for COc1ccccc1NC(=O)C1=C(C)N(c2ccccc2)C(=S)NC1c1cccc(C(F)(F)F)c1 (stereo not drawn) ?
M1 ag: -6; OXTR potentiate: -17; TAAR1 ag: 7; CHO parental Ca: -15; M1 PAM: 4; CHRM1 antagonist: -9; OXTR ag: -0.1; V1aR counter: 3.2; TAAR1 antagonist: 7

How did CCOC(=O)c1[nH]c2ccc(F)cc2c1N=C(C)N(CC)CC do in these assays?
M1 ag: -2; OXTR potentiate: -10; TAAR1 ag: 11; CHO parental Ca: -7; M1 PAM: 6; CHRM1 antagonist: -16; OXTR ag: 2.4; V1aR counter: 1.7; TAAR1 antagonist: 14

What do the screens show for `Brc1ccc2nc(-c3ccccc3)c(Cc3ccccc3)n2c1`?
M1 ag: -7; TAAR1 ag: -2; M1 PAM: -11; CHRM1 antagonist: 17; TAAR1 antagonist: 9

Results for COCCNc1nc(Oc2ccc(NC(C)=O)cc2)c2sc(-c3ccccc3)cc2n1 ?
M1 ag: -1; TAAR1 ag: 8; M1 PAM: 9; CHRM1 antagonist: -10; TAAR1 antagonist: 55*

Results for O=C(CCc1nnc(CCCCc2ccccc2)o1)NCCc1cccnc1 ?
M1 ag: 0; OXTR potentiate: 3; TAAR1 ag: 0; CHO parental Ca: -10; M1 PAM: 8; CHRM1 antagonist: -9; OXTR ag: 0.0; V1aR counter: 1.2; TAAR1 antagonist: 8

How did O=c1c(C(c2ccccc2)c2c(O)nc3n(c2=O)CCCS3)c(O)nc2n1CCCS2 do in these assays?
M1 ag: -3; OXTR potentiate: -1; TAAR1 ag: 2; CHO parental Ca: -3; M1 PAM: -2; CHRM1 antagonist: 5; OXTR ag: -0.3; V1aR counter: 0.2; TAAR1 antagonist: 7

What do the screens show for `COc1ccc(-c2nc3cnccn3c2NC(C)(C)CC(C)(C)C)cc1O`?
M1 ag: -2; OXTR potentiate: 0; TAAR1 ag: 8; CHO parental Ca: -11; M1 PAM: -2; CHRM1 antagonist: 6; OXTR ag: -0.9; V1aR counter: 0.7; TAAR1 antagonist: 49*

Results for Cc1cc2ncn(N)c2cc1C ?
M1 ag: -5; OXTR potentiate: -6; TAAR1 ag: 4; CHO parental Ca: -6; M1 PAM: 5; CHRM1 antagonist: -7; OXTR ag: -0.2; V1aR counter: 0.0; TAAR1 antagonist: -15

Results for COc1ccc(OCCNc2c([N+](=O)[O-])c(=O)oc3ccccc23)cc1 ?
M1 ag: -7; OXTR potentiate: -13; TAAR1 ag: 5; CHO parental Ca: -11; M1 PAM: -1; CHRM1 antagonist: 2; OXTR ag: 4.8; V1aR counter: 4.1; TAAR1 antagonist: 6

What do the screens show for `CCN(CC)C(=O)COc1coc(CN2CCN(c3ccc(F)cc3)CC2)cc1=O`?
M1 ag: -1; OXTR potentiate: -4; TAAR1 ag: 4; CHO parental Ca: 0; M1 PAM: 12; CHRM1 antagonist: -18; OXTR ag: 1.6; V1aR counter: 0.6; TAAR1 antagonist: -18

How did COc1ccccc1/C=N/NC(=O)C(C)Cn1cnc2ccccc21 (stereo not drawn) do in these assays?
M1 ag: -10; OXTR potentiate: -1; TAAR1 ag: 2; CHO parental Ca: -9; M1 PAM: 8; CHRM1 antagonist: -6; OXTR ag: -0.6; V1aR counter: 0.0; TAAR1 antagonist: -13

What do the screens show for `Cn1c(SCC(=O)N/N=C/C=C/c2ccccc2[N+](=O)[O-])nc2ccccc21`?
M1 ag: -6; OXTR potentiate: 0; TAAR1 ag: 7; CHO parental Ca: -36; M1 PAM: -2; CHRM1 antagonist: 1; OXTR ag: -3.8; V1aR counter: -1.4; TAAR1 antagonist: 7

How did CN(c1ccc(C(=O)N2CCCCCC2)cc1)S(=O)(=O)c1ccccc1 do in these assays?
M1 ag: 0; OXTR potentiate: -10; TAAR1 ag: 11; CHO parental Ca: -8; M1 PAM: -7; CHRM1 antagonist: 11; OXTR ag: 14; V1aR counter: 8.6; TAAR1 antagonist: 20

Results for O=C(O)c1ccc(N2CCCS2(=O)=O)cc1 ?
M1 ag: -3; OXTR potentiate: -6; TAAR1 ag: -2; CHO parental Ca: -3; M1 PAM: 10; CHRM1 antagonist: -9; OXTR ag: 0.2; V1aR counter: 0.3; TAAR1 antagonist: -16

Results for NC1=NC[C@H](c2ccccc2)N1CCCCC1CCCCC1 ?
M1 ag: -9; OXTR potentiate: -3; TAAR1 ag: 24; CHO parental Ca: 18; M1 PAM: 0; CHRM1 antagonist: -2; OXTR ag: -0.6; V1aR counter: 0.0; TAAR1 antagonist: 45

Results for CCCCNC(=O)C1(C)CCN1C(=O)c1cc(F)ccc1C (stereo not drawn) ?
M1 ag: -1; TAAR1 ag: 3; M1 PAM: 3; CHRM1 antagonist: -7; TAAR1 antagonist: -15

How did CC(C)c1ccc(NC(=O)C2CCN(S(=O)(=O)c3ccc4c(c3)NC(=O)CO4)CC2)cc1 do in these assays?
M1 ag: -10; OXTR potentiate: -8; TAAR1 ag: 3; CHO parental Ca: -7; M1 PAM: -9; CHRM1 antagonist: 6; OXTR ag: 0.2; V1aR counter: 12; TAAR1 antagonist: 27

What do the screens show for `COc1ccc(CN(CCCN2CCOCC2)C(=O)Nc2ccccc2)cc1OC`?
M1 ag: -5; OXTR potentiate: 5; TAAR1 ag: 4; CHO parental Ca: -2; M1 PAM: 7; CHRM1 antagonist: -16; OXTR ag: 1.4; V1aR counter: 0.0; TAAR1 antagonist: 10

Results for Cc1cc(C)n2c(SCC(=O)NCc3ccc4c(c3)OCO4)nnc2n1 ?
M1 ag: -3; OXTR potentiate: -8; TAAR1 ag: -2; CHO parental Ca: -15; M1 PAM: -2; CHRM1 antagonist: 10; OXTR ag: -0.4; V1aR counter: 0.6; TAAR1 antagonist: -12

What do the screens show for `COc1ccc(Nc2nc(C(=O)N3CCc4ccccc4C3)cs2)cc1`?
M1 ag: -3; OXTR potentiate: -12; TAAR1 ag: 23; CHO parental Ca: -32; M1 PAM: 2; CHRM1 antagonist: 4; OXTR ag: -2.0; V1aR counter: -0.6; TAAR1 antagonist: 16

How did COc1ccc(N2CCN(c3cc(C(=O)NC4CCCCC4)ncn3)CC2)cc1OC do in these assays?
M1 ag: -5; TAAR1 ag: 7; M1 PAM: -3; CHRM1 antagonist: 0; TAAR1 antagonist: -16

What do the screens show for `CC(C(=O)Nc1ccc(C(=O)O)c(O)c1)N1C(=O)/C(=C\c2ccco2)SC1=S` (stereo not drawn)?
M1 ag: 0; OXTR potentiate: -3; CHO parental Ca: -6; M1 PAM: 5; CHRM1 antagonist: -8; OXTR ag: 1.8; V1aR counter: 1.5

What do the screens show for `Cc1cc2nc(SC(C)C(=O)O)[nH]c2cc1C` (stereo not drawn)?
M1 ag: -2; OXTR potentiate: -22; TAAR1 ag: 2; CHO parental Ca: 8; M1 PAM: -2; CHRM1 antagonist: 9; OXTR ag: -0.1; V1aR counter: -0.8; TAAR1 antagonist: 5
